Assay outcomes as filed in PubChem BioAssay.
IL-2 act = IL-2 activation | hit rate 0.065% among 360,000 | activation, % (series mostly up to about 46 µM) | IL-2 activation reporter assay, cell-based qHTS; stimulated with anti-CD3/CD4/CD28 beads; in transgenic mouse T cells; in the data active = activation above about 50%; inconclusive = mostly about 30% to 49%; also: 0% is about no effect
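Readout: EGFP and DsRed signals by fluorescent plate cytometry. Unstimulated transgenic mouse T cells received compound 60 min before antibody-bead stimulation, then incubated 18 h at 37 degrees C.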
GLP-1R inv ag = inverse agonists of human GLP-1 receptor; P43220; HEK293 GLP-1R CRE-luciferase, luminescence, 24 h; GLP-1R form is constitutively active; Potency, µM (series often up to 38.3 µM), for inactives: at the top dose activity change, negative = inhibition, usual class: inhibitors; hit rate 1.6% among 410,000; AID 624417; also: potency is read from the fitted curve at half-maximal effect; % is scaled to controls: 0 for no effect and ±100 for the full control effect; nearly all actives have a fitted effect of over 55% in size
Target sequence (P43220 whole entry, looked up): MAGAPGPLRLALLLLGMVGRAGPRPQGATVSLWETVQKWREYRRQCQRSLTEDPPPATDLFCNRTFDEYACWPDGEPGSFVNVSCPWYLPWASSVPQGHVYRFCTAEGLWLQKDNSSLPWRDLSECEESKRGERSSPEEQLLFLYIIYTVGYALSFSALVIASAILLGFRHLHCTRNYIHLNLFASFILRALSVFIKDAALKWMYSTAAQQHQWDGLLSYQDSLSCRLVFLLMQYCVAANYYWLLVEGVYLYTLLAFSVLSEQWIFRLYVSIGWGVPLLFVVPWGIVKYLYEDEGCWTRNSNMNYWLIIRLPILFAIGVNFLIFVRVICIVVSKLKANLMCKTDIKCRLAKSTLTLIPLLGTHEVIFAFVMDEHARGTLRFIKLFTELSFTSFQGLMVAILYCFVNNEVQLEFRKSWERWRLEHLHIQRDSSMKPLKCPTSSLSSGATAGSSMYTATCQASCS
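Inverse agonists were sought by their lowering of basal cAMP reporter luciferase output in HEK293 cells stably carrying constitutively active human GLP-1R, after 24 h compound treatment.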
WRN inhibitor = WRN helicase (human) inhibition; WRN helicase unwinding, fluorescent forked duplex, kinetic; hit rate 0.46% among 360,000; Potency, µM (highest dose often 114 µM), inactives show at the top dose activity change, negative = inhibition, hits mostly inhibitors; Q14191; also: potency is read from the fitted curve at half-maximal effect; % is scaled to controls: 0 for no effect and ±100 for the full control effect; nearly all actives have a fitted effect of over 55% in size
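Fluorescence dequenching readout, ex 525 nm/em 598 nm, kinetic mode: forked duplex DNA (100 nM final) with adjacent fluorophore and quencher unwound by WRN (20 nM final) with 2 mM ATP. Compound preincubation 15 min, room temperature.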
HEK293 tox = cytotoxic in the GLP-1 receptor inverse agonist counter-screen | HEK293 cAMP-luciferase reporter cells, luminescence, 24 h | Potency, µM (highest dose often 38.3 µM), for inactives: top-dose activity change, negative = inhibition, most hits filed as inhibitors | hit rate 0.13% among 410,000 | AID 624418;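 also: loss of luciferase light is scored as toxicity; potency is read from the fitted curve at half-maximal effect; % is scaled to controls: 0 for no effect and ±100 for the full control effect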
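Here, cytotoxicity is scored as loss of luminescence. The MLSMR collection was tested on cells seeded in medium containing 10% Nu serum, with a 24 hr compound exposure preceded by 12 hours of culture.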
GLP-1R agonist = agonists of human GLP-1 receptor; HEK293 GLP-1R CRE-luciferase, luminescence, 4-6 h; cells express a hypersensitive GLP-1R form; Potency, µM (titrated, usually from 45.6 µM), without a hit: at the top dose activation, hits mostly activators; hit rate 0.007% among 380,000; also: potency is read from the fitted curve at half-maximal effect; % of control where 0% means no effect
PLK1 PBD inh = blocks phosphopeptide binding to human PLK1 polo-box domain. Plk1 PBD binding of FITC phosphopeptide, fluorescence polarization. Potency, µM, without a hit: max response, negative = inhibition, usual class: inhibitors. hit rate 2.8% among 360,000; also: potency is read from the fitted curve at half-maximal effect; series mostly up to about 57 µM; % is scaled to controls: 0 for no effect and ±100 for the full control effect; nearly all actives have a fitted effect of over 65% in size
DRD3 agonist = D3 dopamine receptor (human) agonism; P35462; max activation, %; D3R DiscoveRx beta-arrestin cells, luminescence, 90 min; hit rate 0.58% among 410,000; in the data active = max activation above about 30%; also: 0% is about no effect; mostly tested at two doses, the higher about 12 µM
Target sequence (P35462 whole entry, looked up): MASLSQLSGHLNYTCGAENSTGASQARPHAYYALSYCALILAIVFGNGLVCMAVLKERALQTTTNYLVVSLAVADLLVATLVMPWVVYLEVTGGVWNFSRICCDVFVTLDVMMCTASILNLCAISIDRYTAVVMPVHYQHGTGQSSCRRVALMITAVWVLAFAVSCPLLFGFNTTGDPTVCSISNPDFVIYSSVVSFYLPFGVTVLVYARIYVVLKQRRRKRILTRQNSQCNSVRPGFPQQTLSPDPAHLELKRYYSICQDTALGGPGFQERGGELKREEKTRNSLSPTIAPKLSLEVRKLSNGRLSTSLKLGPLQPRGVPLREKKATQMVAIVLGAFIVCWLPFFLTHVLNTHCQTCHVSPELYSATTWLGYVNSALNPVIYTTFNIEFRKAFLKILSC
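Cells at 1500/well, incubated overnight, then treated with pinned compounds (dopamine as control) for 90 min at 37 degrees C. DiscoveRx reagent added for 30 - 60 minutes at room temperature; luminescence read.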
D3 antag = antagonists of human D3 dopamine receptor; P35462; D3R cells, DiscoveRx beta-arrestin luminescence, antagonist mode; stronger effect = lower value; max response, negative = inhibition, %; hit rate 2.5% among 360,000; AID 652054; in the data active = max response below about -50%; inconclusive = no clear call, values can overlap the other calls; also: % is scaled to controls: 0 for no effect and ±100 for the full control effect; mostly tested at two doses, the higher about 12 µM
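Cells plated overnight at 1500 cells/well, then exposed to library compounds with dopamine controls for 90 minutes at 37 degrees C. DiscoveRx reagent added for 30–60 minutes at room temperature; luminescence read, quantitative HTS format.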
PI5P4Ka inh = blocks human PI5P4K alpha kinase activity | PI5P4Kalpha enzyme, ADP-Glo luminescence, 60 min; stronger effect = lower value | hit rate 1.2% among 330,000 | P48426 | max response, %; active = max response of -50% or lower; inconclusive = between -30% and -50%; inactive = -30% or higher; also: value at the top dose of about 77 µM; % is scaled to controls: 0 for no effect and ±100 for the full control effect
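qHTS, 1536-well: enzyme/substrate mix, compound by pin tool, 5 microM ATP final; RT 60 min; ADP-Glo reagents 1 (45 min) then 2 (30 min); luminescence.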
Numbers without * were called inactive; ? = inconclusive; . = no result given; [ ] = another dose, or the depositor's remark. Unless noted, calls follow the shape of the dose curve; as a rule, active = well fitted curve in the direction sought with a large enough effect; inconclusive = small, poorly fitted or top-dose-only effect, or another doubt; inactive = no such curve, though single readings can be large; an effect the other way counts as inactive or inconclusive.

compound	PLK1 PBD inh	PI5P4Ka inh	DRD3 agonist	GLP-1R agonist	HEK293 tox	D3 antag	IL-2 act	WRN inhibitor	GLP-1R inv ag
COc1c2ccoc2nc2c(OC)c(OC[C@@H](O)C(C)(C)O)ccc12	-1%	-1	-13	1%	-10%	13	0.8	0%	12%
CCN(CC(=O)Nc1ccc(NC(C)=O)cc1)C(=O)COc1ccccc1Cc1ccccc1	-7%	-1	-12	-3%	-29%	0	1.1	-12%	?
Cc1nc(C)c(C(=O)C2=C(O)C(=O)N(CCN3CCOCC3)C2c2ccco2)s1 (centres undefined)	-5%	-16	-1	-11%	-9%	-1	2.1	-1%	5%
O=c1c2nnn(Cc3ccc(Cl)cc3)c2ncn1Cc1ccc(F)cc1	-1%	.	4	1%	-17%	-1	0.6	-4%	0%
COc1cccc(NC(=S)N(CCN(C)C)Cc2cccs2)c1	-10%	-1	-6	7%	3%	0	0.7	1%	?
CC(=O)Nc1ccc(OC(=O)Oc2ccc(NC(C)=O)cc2)cc1	1%	-3	2	-2%	1%	8	0.2	1%	13%
C[C@@H](CO)NC(=O)[C@H]1O[C@@H](n2cnc3c(N)ncnc32)[C@H](O)[C@@H]1O	-11%	1	-7	3%	1%	?	-0.6	-7%	32%[activator]
CC(C)Cc1cc(C(=O)N2CCC(N3CCC(C(=O)N4CCCC4)CC3)CC2)n[nH]1	-3%	6	1	0%	-8%	10	3.7	-2%	1%
Cc1cccc(C)c1NC(=O)C1CCN(S(=O)(=O)c2cccc3nsnc23)CC1	.	.	-9	-2%	-8%	.	.	.	-7%
CCc1noc(C)c1C(=O)OCC(=O)Nc1ccc2c(c1)OCO2	-10%	2	-1	5%	-18%	-10	-0.4	-1%	8%
Cc1cc(NC(=O)C2C3C(=O)N(Cc4ccc(Cl)cc4)C(C(=O)NCc4ccccc4)C34C=CC2(C)O4)no1 (centres undefined)	-8%	0	-6	-6%	-7%	0	-0.2	-5%	-25%
CC1CN(C(=O)c2cc3cc(Cl)ccc3[nH]2)CC(C)O1 (centres undefined)	-1%	8	-6	2%	0%	-1	1.3	-4%	?
COc1cc(Br)ccc1NC(=O)c1ccccc1-c1ccccc1C(=O)O	-11%	0	9	-2%	-2%	2	0.5	4%	-14%
COC(=O)c1ccc(Cn2cc(C(F)(F)F)ccc2=O)cc1	?	-5	9	0%	8%	0	-1.8	11%	9%
CCCCOc1ccc(S(=O)(=O)NNC(=O)c2cc3ccccc3o2)cc1	-3%	12	1	3%	10%	64	-6.2	-25%	0%
COc1cc(OC)cc(-n2nnnc2SCC(=O)NC2CCCC2)c1	-6%	9	3	-3%	-9%	-71*	0.0	-1%	-3%
CCc1nc2ccc(C(=O)N(C)C(C)C)cn2c1N(CCC(C)C)CCN(C)C	0%	5	-4	12%	-6%	6	-0.4	-5%	14%
COc1ccc([N+](=O)[O-])cc1/C=N/Nc1nc(N2CCCCC2)nc(N2CCCCC2)n1	-11%	4	5	5%	18%[7.66 µM]	7	2.2	1%	16%[7.66 µM]
COc1cc(C(C(=O)NCc2ccccc2)N(C(=O)c2snc(C(N)=O)c2N)C2CCCC2)cc(OC)c1OC (centres undefined)	-4%	3	-2	13%	-5%	-18	-0.4	3%	2%
C/C(=N\Nc1ccc(C(=O)O)cc1)c1ccc(S(=O)(=O)NCc2ccco2)cc1	-7%	-23	-4	-5%	-4%	4	0.1	-15%	22%
CCSc1nnc(NC(=O)c2cc(-c3ccccc3O)n[nH]2)s1	-6%	-1	4	5%	-6%	6	3.8	-11%	10%
COC(=O)c1ccc(C)c(NC(=O)C2CC(=O)N(C3CCCC(C)C3C)C2)c1 (centres undefined)	-6%	-1	-18	-5%	4%	-21	-0.5	14%	-1%
COc1ccccc1CC(=O)Nc1cccc2c1CCCC2	-5%	4	9	-5%	4%	8	0.2	-14%	?
COCCn1c(=O)[nH]c2cc(C(=O)OC)ccc2c1=O	-4%	1	5	-11%	-12%	20	-1.6	3%	?
O=C(CCN1CCOCC1)NC1CCCN(Cc2ccccc2F)C1 (centres undefined)	6%	6	0	-8%	2%	-4	-2.5	-15%	-4%

Just DRD3 agonist, PI5P4Ka inh and HEK293 tox (2 entries from above):
| mol | DRD3 agonist | PI5P4Ka inh | HEK293 tox |
| --- | --- | --- | --- |
| O=C(CCN1CCOCC1)NC1CCCN(Cc2ccccc2F)C1 (centres undefined) | 0 | 6 | 2% |
| COc1ccccc1CC(=O)Nc1cccc2c1CCCC2 | 9 | 4 | 4% |

More results:
compound	PLK1 PBD inh	PI5P4Ka inh	DRD3 agonist	GLP-1R agonist	HEK293 tox	D3 antag	IL-2 act	WRN inhibitor	GLP-1R inv ag
COc1ccc(Br)cc1-c1noc(-c2ccncc2)n1	-24%	3	2	-9%	16%	9	-2.8	4%	23%
N#Cc1c(-c2ccccc2)cc(C2CC2)nc1SCC(=O)O	?	-27	0	-1%	0%	-7	-0.4	1%	-3%
CC(=O)c1ccc(-c2cccc(-c3nc4ccccn4c3NC3CCCCC3)c2)cc1	-4%	-3	18	4%	-5%	22	-0.6	4%	?
c1ccc(-c2cc(N3CCCCCC3)n[nH]2)cc1	-16%	.	-13	0%	2%	-18	-1.1	-1%	?
CCNS(=O)(=O)c1ccc(CCC(=O)N2CCc3ccccc3C2)cc1	-5%	-2	4	5%	17%	-72*	-0.3	-14%	1%
O=C(CCc1ccccc1)NNC(=O)c1ccccc1C(=O)O	8%	0	5	-5%	4%[1.53 µM]	20	0.6	-12%[57.1 µM]	26%
COc1ccc(Nc2nnc(SCC(=O)NC3CCS(=O)(=O)C3)s2)cc1 (centres undefined)	-7%	0	19	1%	1%	12	0.3	-11%	?
COc1cccc(C(=O)c2sc(NC(C)C)nc2N)c1	-4%	-11	1	-27%	?	-24	-4.8	0%	3.5µM*
O=C(N/N=C/c1cn(-c2cccs2)nc1-c1ccccc1)c1ccc(O)cc1	-4%	-9	-2	-14%	?	0	0.0	-35%	?
CCN(CC)c1cccc(OCC(=O)N(C)CCC#N)c1	16%	-6	3	1%	8%	9	1.4	1%	8%
CCOC(=O)N1CCN(C(=O)c2ccc(N(Cc3ccc(Cl)cc3)S(C)(=O)=O)cc2)CC1	-2%	-4	5	6%	-1%	6	0.1	-2%	-16%
CC(C)CN(C(=O)COC(=O)CNC(=O)c1ccc(Cl)cc1)C1CCS(=O)(=O)C1 (centres undefined)	-2%	-3	2	1%	-2%	11	0.1	9%	10%
COc1cc(SC)ccc1C(=O)NNC(=O)C1COc2ccccc2O1 (centres undefined)	6%	8	1	-19%	2%	6	-0.3	-7%	8%
COc1ccc(-c2csc(NCc3ccco3)n2)cc1	-11%	-3	-3	0%	6%	7	0.6	-8%	?
CC1(C)NC(=O)N(CC(O)CNC23CC4CC(CC(C4)C2)C3)C1=O (centres undefined)	1%	5	1	0%	15%	3	1.7	1%	6%
COc1cc(OC)c(OC)cc1/C=C1\Oc2cc(OS(C)(=O)=O)ccc2C1=O	6%	?	-26	15%	28%	-15	-4.2	?	1%
CCOC(=O)c1c(NC(=O)CSc2nc3ccccc3s2)sc(C(C)=O)c1C	-6%	.	12	13%	2%	4	0.3	-13%	63%[activator]
O=C(c1cc(-c2ccc(Cl)cc2)nc2ccccc12)N1CCOCC1	1%	6	-2	7%	5%	14	-5.1	-4%	?
Cc1ccc(C)c(S(=O)(=O)N2CCN(C(=O)c3cccnc3)CC2)c1	-6%	8	-2	-1%	2%	6	-0.9	-6%	11%
Cc1ccc(NC(=O)CN2C(=O)S/C(=C\c3cc(C)n(C)c3C)C2=O)cc1	-2%	.	-5	3%	9%	-24	-0.8	-4%	?
Cc1cc2ccc(C)c(C)c2nc1SCC(=O)c1cccs1	2%	.	-6	13%	0%	14	-3.1	-2%	?
CC(C)(C)OC(=O)Cn1c(=O)cnc2ccccc21	-6%	-1	2	-5%	7%	23	0.3	8%	0%
O=C(N/N=C/c1ccccc1)c1ccco1	4%	4	1	6%	2%	23	0.3	-1%	2%
COc1ccccc1N1CCN(C(=O)CN(Cc2ccc(Cl)cc2)S(C)(=O)=O)CC1	0%	.	5	-3%	-11%	13	-1.7	-7%	-16%
O=C(NC(=S)Nc1ccc(N2CCN(C(=O)c3ccccc3)CC2)cc1)c1cccs1	-18%	6	4	4%	6%	-6	-0.4	-6%	?
O=C1NC[C@@H](CCCCN2C[C@H](Cc3ccccc3)N(CC3CCCCC3)C(=O)C2=O)N(CCc2ccccc2)C1=O	-5%	-1	1	7%	1%	5	-0.3	2%	4%
Cc1cc(C)cc(NS(=O)(=O)c2ccc(-c3cnc(C4CC4)o3)cc2)c1	4%	1	-7	21%	1%	-8	-0.9	-4%	?
C=CCN1C(=O)C(=O)N(Cc2nc3ccccc3s2)C1=O	-7%	0	3	9%	-1%	11	0.3	-3%	5%
CC1Sc2ccc(S(=O)(=O)N3CCC(C(N)=O)CC3)cc2NC1=O (centres undefined)	-5%	-19	-17	-6%	1%	-10	-2.3	-3%	13%
CCN(C(=O)CCS(=O)(=O)c1cccc2nonc12)c1ccc(F)cc1	4%	12	6	4%	-12%	-6	-0.5	0%	3%
COCCNC(=O)C1CCN(Cc2cccc(OCc3ccccc3)c2)CC1	-10%	4	-2	14%	-2%	-12	-0.1	?	-12%
Cc1csc(SCC(=O)N(c2ccccc2)C(C)C)n1	-9%	3	-9	5%	7%	3	-3.4	-2%	?
CN(CC(=O)Nc1ccc(Cl)c(C(F)(F)F)c1)C(=O)Cn1cc([N+](=O)[O-])ccc1=O	-8%	?	-18	-2%	-1%	-12	0.5	-4%[11.6 µM]	?
O=C(Cn1nnc2ccccc21)N/N=C\C=C\c1ccccc1	1%	?	2	-1%	27%	4	0.0	-7%	17%
Cc1cccc(C)c1OCc1nc2ccccc2c(=O)n1/N=C/c1c[nH]c2ccccc12	-2%	23	1	0%	-23%	25	1.4	-25%	2.8µM*
